# PLK1 PBD block: inhibitors of human PLK1 polo-box domain binding; P53350; Plk1 PBD binding of FITC phosphopeptide, fluorescence polarization; Potency, µM, for the others: max response, negative = inhibition, usual class: inhibitors; hit rate 2.8% among 360,000; AID 720504; further: potency means the concentration at half of the fitted maximal effect; series mostly up to about 57 µM; on the % scale 0 is the no-effect control and ±100 the full control effect; nearly all actives have a fitted effect of over 65% in size
# EPAC1 agonist: activates human EPAC1 exchange factor. O95398. EPAC1 agonist qHTS, biochemical assay; response scale: 100% = response to 6.5 mM cAMP. Potency, µM (doses to about 154 µM), for inactives: at the top dose activation, hits mostly activators. hit rate 0.073% among 360,000. AID 720707; further: potency means the concentration at half of the fitted maximal effect; nearly all actives have a fitted effect of over 60% in size
# Target sequence (O95398 whole entry, looked up): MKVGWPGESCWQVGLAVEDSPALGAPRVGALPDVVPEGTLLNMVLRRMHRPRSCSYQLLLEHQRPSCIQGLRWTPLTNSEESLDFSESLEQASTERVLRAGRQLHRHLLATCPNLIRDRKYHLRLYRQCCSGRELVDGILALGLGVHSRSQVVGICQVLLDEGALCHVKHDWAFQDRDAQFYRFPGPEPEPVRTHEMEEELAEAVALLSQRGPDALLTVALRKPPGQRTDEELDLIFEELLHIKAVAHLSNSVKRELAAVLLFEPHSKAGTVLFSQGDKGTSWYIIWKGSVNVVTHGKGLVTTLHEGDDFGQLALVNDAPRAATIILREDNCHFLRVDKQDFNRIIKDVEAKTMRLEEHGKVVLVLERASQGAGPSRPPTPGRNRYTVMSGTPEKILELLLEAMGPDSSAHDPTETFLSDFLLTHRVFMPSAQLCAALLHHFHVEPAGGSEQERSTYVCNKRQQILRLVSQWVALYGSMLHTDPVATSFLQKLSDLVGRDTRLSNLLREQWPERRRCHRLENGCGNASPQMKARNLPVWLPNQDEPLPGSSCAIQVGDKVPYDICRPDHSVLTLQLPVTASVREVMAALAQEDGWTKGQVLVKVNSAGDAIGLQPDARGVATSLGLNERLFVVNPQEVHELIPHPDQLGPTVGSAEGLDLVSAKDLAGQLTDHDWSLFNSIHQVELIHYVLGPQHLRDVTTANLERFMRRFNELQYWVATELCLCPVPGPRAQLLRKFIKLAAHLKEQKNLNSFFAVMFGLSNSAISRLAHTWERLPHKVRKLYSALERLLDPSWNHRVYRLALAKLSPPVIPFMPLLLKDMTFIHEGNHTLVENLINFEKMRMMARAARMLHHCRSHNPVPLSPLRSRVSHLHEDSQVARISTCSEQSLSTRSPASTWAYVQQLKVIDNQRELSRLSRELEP
#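 Compounds were pinned as a concentration titration into mixtures of EPAC1 (100 nM), BODIPY-GDP-loaded Rap1B (250 nM) and GDP (50 uM). After 5 min at room temperature, fluorescence was followed for 30 min; activity was scaled to 6.5 mM cAMP.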
# IL-2 act: IL-2 activation; activation, % (series mostly up to about 46 µM); AID 652025; hit rate 0.065% among 360,000; IL-2 activation reporter assay, cell-based qHTS; stimulated with anti-CD3/CD4/CD28 beads; in transgenic mouse T cells; in the data active means activation above about 50%; inconclusive means mostly about 30% to 49%; further: 0% is about no effect
#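 Readout is EGFP and DsRed signal by fluorescent plate cytometry after 18 h at 37 degrees C. Transgenic mouse T cells (750/well) received compound for 60 min before bead stimulation (anti-CD3, anti-CD4, anti-CD28); memory T cells served as non-tolerant control.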
# CCT chaperon mod: changes cytosolic chaperonin activity; hit rate 0.3% among 360,000; purified chaperonin ATPase assay, HTRF ADP detection, 30 min; activity change, % (concentration not given with the values), hits read low; AID 651819; in the data active means activity change below about -30%; further: on the % scale 0 is the no-effect control and ±100 the full control effect
#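 Enzyme 40 or 20 nM (batch-dependent) in Tris pH 7.4/KCl/MgCl2/DTT; cpd 76 uM single point; ATP 10 uM; 30 min 37 °C; Transcreener ADP HTRF detection, 30 min RT; ratio 665/615.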
# PI5P4K alpha inh: blocks human PI5P4K alpha kinase activity | P48426 | PI5P4Kalpha enzyme, ADP-Glo luminescence, 60 min; stronger effect = lower value | max response, % | hit rate 1.2% among 330,000 | AID 652105; active means max response of -50% or lower; inconclusive means between -30% and -50%; inactive means -30% or higher; further: value at the top dose of about 77 µM; on the % scale 0 is the no-effect control and ±100 the full control effect
#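 Luminescence from ADP-Glo served as readout of PI5P4Kalpha activity in a qHTS format. Reaction: enzyme, substrate, compound, ATP at 5 microM final, 60 min at RT.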
# EPAC2 agonist: activates human EPAC2 exchange factor; Potency, µM (highest dose often 154 µM), for inactives: at the top dose activation, hits mostly activators; EPAC2 activation, biochemical qHTS; response scale: 100% = 6.5 mM cAMP response; AID 720711; Q8WZA2; hit rate 0.079% among 360,000; further: potency means the concentration at half of the fitted maximal effect; nearly all actives have a fitted effect of over 50% in size
#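 Setup: EPAC2 100 nM, labeled Rap1B complex 250 nM, free GDP 50 uM. Compound titrations pinned in, brief spin, 5 min room temperature incubation. Kinetic fluorescence read over 30 min, normalized to 6.5 mM cAMP.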
# EPAC1 antag: antagonists of human EPAC1; O95398; EPAC1 GEF assay, Rap1b-BODIPY-GDP exchange fluorescence; Potency, µM (top dose mostly 115 µM), for the others: top-dose activity change, negative = inhibition, hits mostly inhibitors; hit rate 0.14% among 360,000; AID 720709;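 further: potency means the concentration at half of the fitted maximal effect; plate controls were vehicle for no effect and positive control for full effect; nearly all actives have a fitted effect of over 50% in size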
# WRN inhibitor: WRN helicase (human) inhibition; Potency, µM (series often up to 114 µM), without a hit: at the top dose activity change, negative = inhibition, most hits filed as inhibitors; AID 651768; WRN helicase unwinding, fluorescent forked duplex, kinetic; Q14191; hit rate 0.46% among 360,000; further: potency means the concentration at half of the fitted maximal effect; on the % scale 0 is the no-effect control and ±100 the full control effect; nearly all actives have a fitted effect of over 55% in size
#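 WRN at 20 nM final was preincubated with compound for 15 min at room temperature; reaction started with 100 nM forked duplex oligonucleotide carrying fluorophore and quencher plus 2 mM ATP (final). Unwinding followed kinetically by red fluorescence (ex 525/em 598 nm).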
# * = called active by the depositor; u = inconclusive; x = no result given; [ ] = remark or other dose. Unless noted, the call rests on the fitted dose curve; in most records, active means well fitted curve in the direction sought with a large enough effect; inconclusive means small, poorly fitted or top-dose-only effect, or another doubt; inactive means no such curve, though single readings can be large; an effect the other way counts as inactive or inconclusive.
# Each structure is followed by: PI5P4K alpha inh	IL-2 act	EPAC1 antag	EPAC2 agonist	CCT chaperon mod	PLK1 PBD block	EPAC1 agonist	WRN inhibitor
> CC1CCCC(NC(=O)COC(=O)Cc2ccc(Br)cc2)C1C (stereo not given)
  14	0.8	6%	0%	-2.9	-8%	1%	-9%
> COc1ccc(-c2cc(C)no2)cc1S(=O)(=O)N(C)Cc1ccco1
  3	0.9	-23%	12%	1.2	-1%	-12%	6%
> Cc1cc(C)n(/C(=C/N(C)C)C(=O)c2ccccc2)n1
  -2	-0.1	2%	-6%	1.5	1%	5%	-2%
> COc1ccc(-c2ccc(NS(=O)(=O)c3ccc([N+](=O)[O-])cc3)cc2)nn1
  -3	-0.6	-21%	4%	-2.0	-15%	2%	-6%[57.1 µM]
> Cc1cccc(C(OC(=O)c2ccco2)C(=O)NCc2ccccc2)n1 (stereo not given)
  x	0.6	16%	10%	-3.6	-2%	1%	-7%
> COc1cc([N+](=O)[O-])cc(/C=N/NC(=O)C(O)(c2ccccc2)c2ccccc2)c1O
  1	1.2	-19%	-3%	0.2	-3%	2%	-10%
> CC(=O)c1cccc(NS(=O)(=O)c2ccc3c(c2)oc(=O)n3C)c1
  x	-2.3	23%	6%	-2.4	-5%	4%	-17%
> CC1CCC(N(C(=O)c2csnn2)C(C(=O)NC(C)(C)C)c2cccnc2)CC1 (stereo not given)
  -1	1.1	9%	1%	1.0	-11%	11%	-4%
> Cn1ncc([N+](=O)[O-])c1C(=O)Nc1ccc2c(c1)OCCO2
  9	0.5	1%	6%	0.3	-3%	2%	-5%
> CCOc1ccc(NC(=O)c2cc3n(n2)C(C(F)(F)F)CC(c2ccco2)N3)cc1 (stereo not given)
  -2	-0.9	-13%	0%[15.6 µM]	-0.9	-2%	2%	5%
> CCN1C(=O)c2cccc3c(NC(=O)c4ccccc4)ccc1c23
  4	-0.3	-14%	-53%[inhibitor]	0.3	4%	-14%	-15%
> CCn1c(SCC(=O)N2CCC(C)CC2)nc2c(c1=O)SC(C)C2 (stereo not given)
  -8	4.7	5%	1%	-6.0	-4%	-24%	2%
> CCc1nc2ccc(C(=O)NCCc3ccccn3)cn2c1N(C)Cc1nccs1
  0	-0.6	10%	11%	0.5	-8%	0%	2%
> COc1ccc2cc(CN(CC3CCCO3)C(=O)Nc3ccccc3)c(=O)[nH]c2c1 (stereo not given)
  -2	1.1	-26%	1%	-5.7	5%	-9%	0%
> O=C(NNC(=O)C12CC3CC(CC(C3)C1)C2)[C@@H]1C[C@H]1c1ccccc1
  -2	-0.4	-9%	1%	-4.0	3%	-16%	9%
> CC(=O)N1CCCN(Cc2cn(-c3cc(C)ccc3C)nc2-c2ccccc2)CC1
  -1	-1.5	-4%	4%	0.1	7%	0%	-1%[57.1 µM]
> CCOC(=O)CCCCCC(=O)Nc1ccc2c(c1)CC(=O)N([C@H](C)CO)C[C@@H](C)[C@H](CN(C)Cc1ccc3c(c1)OCO3)O2
  -1	-0.3	7%	-2%	0.5	-7%	-8%	-1%
> NNC(=O)/C(=C\c1ccc(Br)cc1)NC(=O)c1cccs1
  -6	0.8	-3%	8%	-5.0	-10%	13%	-2%
> CC(C)Oc1ccc(/C(O)=C2/C(=O)C(=O)N(CCN3CCNCC3)C2c2ccc(C(C)C)cc2)cc1 (stereo not given)
  -7	-2.5	22%	0%	1.7	-3%	10%	-3%
> COc1ccc(N2CC(NC(=O)c3ccc4ccccc4c3)CC2=O)cc1OC (stereo not given)
  -1	-1.2	-6%	-9%	2.0	-3%	0%	-2%
> Cc1ccc(NC(=O)CSCC(=O)Nc2cccc(S(=O)(=O)N3CCCCCC3)c2)cc1
  6	0.0	-20%	12%	-2.8	-17%	2%	-7%
> CC1(C)CC(=O)C(C=NCCN2CCN(C(=O)CCl)CC2)=C(O)C1
  6	-0.4	-20%	9%	0.4	-10%	4%	5%
> Cc1nnc(SCC(=O)NC2CCCCC2C)s1 (stereo not given)
  -1	1.3	6%	10%	1.1	-9%	8%	-2%
> CN1C=CC=C/C1=C(\C#N)c1nc2ccccc2[nH]1
  x	-0.3	3%	7%	0.1	-2%	-1%	5%
> CC(C)(C)OC(=O)N/N=C/c1cn(-c2ccccc2)nc1-c1cccnc1
  1	0.8	1%	-2%	1.0	5%	6%	-5%
> CCCOc1ccc(Oc2cc(C)nc(SC)n2)nn1
  -3	-0.1	u	4%	1.6	4%	13%	0%
> COc1cccc(COc2ccc(N(C)S(=O)(=O)c3ccccc3)cc2)c1
  -5	-4.5	-2%	12%	1.5	-3%	11%	-9%
> CC1CCCCN1C(=O)COC(=O)c1cc(Cl)c2c(c1)OCO2 (stereo not given)
  -1	-3.7	1%	-4%	-8.6	-3%	5%	1%
> COc1ccc(CC2(C)OC(c3ccncc3)=NN2C(C)=O)cc1 (stereo not given)
  4	0.8	5%	15%	-0.8	-2%	-1%	-2%
> O=C(O)/C=C\C(=O)Nc1cc(O)ccc1[N+](=O)[O-]
  -75*	-0.9	1%	5%	-1.0	u	-3%	-6%
> Cc1cc(NC(=O)c2ccc(S(=O)(=O)N(C)C)cc2)n(-c2ccccn2)n1
  0	-1.1	-1%	-1%	0.1	-6%	-3%	2%
> O=C(Nc1cc2c3c(c1)CC(=O)N3CCC2)c1ccccc1Br
  -1	-1.2	18%	2%	-2.1	-6%	3%	-7%
> O=C(Nc1ccc(Cl)cc1)N(C1=NCCC1)c1ccc(OC(F)F)cc1
  x	0.7	5%	13%	-2.3	-10%	25%	-11%
> COc1ccc(C=C2SC(=S)NC2=O)c(OC)c1OC
  -64*	-3.2	u	-4%	0.3	-23%	-5%	u
> O=C(c1n[nH]c(=O)c2ccccc12)N1CCN(C2c3ccccc3-c3ccccc32)CC1
  x	-1.2	0%	2%	1.6	0%	11%	-5%
> CN(CCC1CCOCC1)C(=O)CC1C(=O)NCCN1CC1CCCCC1 (stereo not given)
  7	2.1	6%	6%	0.6	-6%	8%	-1%
> COC(=O)[C@]12CCCCC=C1N(Cc1ccc3c(c1)OCO3)C(=O)[C@H](CC(=O)NCCCCc1ccccc1)C2
  7	-0.5	-8%	8%	x	-18%	5%	-2%
> Cc1csc(NC(=O)C2CCCCC2)n1
  2	-0.1	0%	1%	0.8	-4%	10%	-2%
> CSc1nnc(N2C(=O)C(O)=C(C(=O)c3ccco3)C2c2ccc(F)cc2)s1 (stereo not given)
  -1	1.2	u	14%	0.7	-18%	-4%	-5%
> CCOc1cc(S(=O)(=O)NCc2cccs2)ccc1Cl
  5	-3.1	2%	-1%	-1.0	27µM*	7%	-3%
> Cc1ccccc1-c1noc(-c2ccccc2C(=O)NCc2ccco2)n1
  -5	-4.3	u	5%	1.5	-6%	1%	-11%
> CCCCN1CCCCC1(C)C(=O)NCc1cccc(OC)c1 (stereo not given)
  0	0.7	-5%	4%	0.3	-2%	-2%	0%
> CCOC(=O)c1cnc(-c2ccccc2)nc1N
  x	7.3	-14%	7%	0.6	-7%	-2%	2%
> Nc1cc(-c2cccc(F)c2)nn1S(=O)(=O)c1cccc2nsnc12
  2	-2.4	-14%	10%	-1.0	3%	-10%	8%
> COc1ccc(-n2nc(C)cc2N)cc1
  -2	2.1	-23%	9%	-4.3	-9%	11%	6%
> N#CC1=C(S)N(c2ccccc2)C(c2ccco2)NC1=O (stereo not given)
  2	1.7	-8%	0%	0.7	8%	-4%	-21%
> C=CCSc1nc2ccsc2c(=O)n1-c1ccccc1
  1	3.9	0%	-1%	-0.2	u	6%	3%
> COC1=CC2(O)CCCC2=CC1=O (stereo not given)
  6	-0.1	-20%	11%	-0.8	3%	-10%	-3%
> CCOC(=O)N1CCN(C(=O)C[C@@H]2C[C@@]3(C(=O)OCC)CCC=C3N(Cc3ccc4c(c3)OCO4)C2=O)CC1
  5	3.7	19%	-9%	0.2	4%	-10%	7%
> O=C(CCC(=O)N(CC(=O)NC1CCCC1)Cc1ccc(F)cc1)Nc1nccs1
  4	1.1	1%	7%	-0.7	3%	-6%	-2%
> Cc1noc(C)c1C(=O)N1CCCC(Nc2ccc(C(C)C)cc2)C1 (stereo not given)
  8	-3.1	-9%	4%	-1.2	-12%	-8%	1%
> Cc1ccc(-n2[nH]c(C)c(/C=C3/C=Nc4ccccc43)c2=O)cc1C
  10	0.4	-5%	-17%	0.2	-1%	8%	-17%
> CC(C)c1ccc(NC2CCCN(C(=O)C3=NN(C)C(=O)CC3)C2)cc1 (stereo not given)
  1	-0.3	14%	4%	1.2	-5%	6%	4%

# Seven neighbouring records already listed:
# Each structure is followed by: PI5P4K alpha inh	IL-2 act	EPAC1 antag	EPAC2 agonist	CCT chaperon mod	PLK1 PBD block	EPAC1 agonist	WRN inhibitor
> Cc1ccccc1-c1noc(-c2ccccc2C(=O)NCc2ccco2)n1
  -5	-4.3	u	5%	1.5	-6%	1%	-11%
> CCCCN1CCCCC1(C)C(=O)NCc1cccc(OC)c1 (stereo not given)
  0	0.7	-5%	4%	0.3	-2%	-2%	0%
> CCOC(=O)c1cnc(-c2ccccc2)nc1N
  x	7.3	-14%	7%	0.6	-7%	-2%	2%
> Nc1cc(-c2cccc(F)c2)nn1S(=O)(=O)c1cccc2nsnc12
  2	-2.4	-14%	10%	-1.0	3%	-10%	8%
> COc1ccc(-n2nc(C)cc2N)cc1
  -2	2.1	-23%	9%	-4.3	-9%	11%	6%
> N#CC1=C(S)N(c2ccccc2)C(c2ccco2)NC1=O (stereo not given)
  2	1.7	-8%	0%	0.7	8%	-4%	-21%
> C=CCSc1nc2ccsc2c(=O)n1-c1ccccc1
  1	3.9	0%	-1%	-0.2	u	6%	3%

# Assay outcomes as filed in PubChem BioAssay.

# This is a subset; count on the stated rates, not on these rows.
